Bioassay records deposited in PubChem by several laboratories.
Lipid droplet: modulators of hepatic lipid droplet formation; AID 1656; AML12 mouse hepatocytes, oleate lipid droplets, BODIPY imaging; hit rate 0.4% among 240,000; inhibition, % at 6.5 µM;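 active = lipid droplet intensity inhibited by at least 50%, with more than 500 cells counted; inconclusive = wells with under 300 cells, treated as cytotoxic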
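Test system: AML12 mouse liver cells; schedule: overnight exposure; technique: high-content imaging of BODIPY-stained droplets and DAPI nuclei; read-out: % inhibition of corrected integrated BODIPY droplet signal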
NS5 inhibitors: Dengue-2 NS5 methyltransferase inhibitors, primary screen, biochemical, confirmation dose response (AID 588689). Dengue-2 NS5 methyltransferase capping enzyme assay, biochemical; higher % means a stronger effect. hit rate 0.3% among 340,000. one-dose inhibition, % at 25 µM; IC50 in µM for titrated hits; in the data active = a potency from the dose series; inconclusive = inhibition above about 29% without an active follow-up result
HEK293 NOD2/NF-kB: NOD2 signaling inhibitors, cell-based, luminescence, uHTS, HEK293 (AID 1566); HEK293 NOD2/NF-kB luciferase reporter, luminescence; higher % means a stronger effect; inhibition, % at 4 µM; hits with a dose series show EC50 in µM; hit rate 0.63% among 290,000; note: many of its hits are not listed in these tables
HIV peptide binding: cell-free HIV fusion peptide-binding blockers – biochemical, uHTS, fluorescence dequenching, primary screen (AID 1986); hit rate 0.3% among 290,000; inhibition, % at 20 µM, or IC50 in µM where a hit was titrated; cell-free peptide binding, fluorescence dequenching, 30 min; higher % means a stronger effect; in the data active = inhibition mostly above about 52%, no sharp cut-off; inactive = mostly below about 76%; note: some results filed as inactive read as strong as hits
Myeloid diff MLP: compounds promoting myeloid differentiation | ER-HoxA9 myeloid progenitors, lysozyme-GFP differentiation, flow cytometry | calls only at 10 µM | hit rate 1% among 360,000 | AID 624256;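 active = normalized GFP-positive differentiation at or above the plate's own cutoff, the solvent-only control mean plus 3 SD; inconclusive = no clear call, values can overlap the other calls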;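 note: cells exposed to compound for four days before flow analysis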
AID2073: disruptors of CaV2.2 binding to Mint1 – biochemical, HTRF (AID 2073). HTRF protein-protein interaction, Mint1-CaV2.2; higher % means a stronger effect. inhibition, % at 20 µM, or IC50 in µM where a hit was titrated. hit rate 0.19% among 290,000; in the data active = inhibition mostly above about 51%, no sharp cut-off; inconclusive = no clear call, values can overlap the other calls; inactive = mostly below about 53%; note: some results filed as inactive read as strong as hits
LYP inhibition: PTPN22 lymphoid phosphatase activity blockers – biochemical, fluorescence intensity, uHTS (AID 1779). recombinant LYP phosphatase, fluorescence intensity; higher % means a stronger effect. inhibition, % at 11.5 µM; hits with a dose series show IC50 in µM. hit rate 0.054% among 290,000;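 note: plate controls were vehicle with enzyme for no effect and no enzyme for full effect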
SIAH1 antagonists: blockers of Siah-1 interaction with plectin peptide – biochemical, fluorescence polarization, rhodamine-plectin, uHTS, primary screen (AID 1817) | Siah-1 / rhodamine-plectin peptide fluorescence polarization; higher % means a stronger effect | displacement, % at 20 µM; hits with a dose series show IC50 in µM | hit rate 0.02% among 290,000;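 active = displacement of at least 50% at 20 µM, with a fluorescence ratio check between 0.3 and a set limit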;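 note: plate controls were Siah plus tracer with DMSO for no effect and tracer alone without Siah for full effect; strong numbers were not always called active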
XIAP antagonists: XIAP antagonists, biochemical, IAP family, fluorescence polarization (AID 1018); XIAP BIR domain, fluorescence polarization peptide displacement; higher % means a stronger effect; one-dose displacement, % at 20 µM; IC50 in µM for titrated hits; hit rate 0.007% among 200,000; in the data active = displacement above about 50%; note: a part of the inactive calls stands beside numbers as strong as those of hits
Lipid droplet cells 6.5 µM: further read-out of Lipid droplet, marked with its call; cell count; measured here: cell count, cytotoxicity flag;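 cells counted across two imaged fields per well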
NS5 inhibitors pilot replicate: recorded beside NS5 inhibitors, whose call it bears; inhibition, %; measured here: pilot screen replicate inhibition
Myeloid diff MLP GFP+ MAC1+ %: also measured in Myeloid diff MLP; calls as there; GFP+ MAC1+ double positive, %; measured here: differentiation confirmed by MAC1 staining
Active calls of the source: *; i = inactive; u = inconclusive; x = no result given. Cut-off read from the data, not from the text of the source, unless noted: active = inhibition above about 50%; inactive = the rest. A portion of the library; the hit share may differ from the screen's.

SMILES	Lipid droplet	Lipid droplet cells 6.5 µM	NS5 inhibitors	HEK293 NOD2/NF-kB	HIV peptide binding	Myeloid diff MLP	Myeloid diff MLP GFP+ MAC1+ %	AID2073	LYP inhibition	SIAH1 antagonists	XIAP antagonists	others
COc1ccc(NC(=O)c2ccc(COCC(F)(F)C(F)F)cc2)cc1OC	6	648	-4%	-2%	-3.0%	i	0.4	1%	-5%	0%	-7.6%
Cn1cc(Br)c(C(=O)N/N=C/c2cccc(OC3CSC3)c2)n1	-10	514	-2%	-12%	-2.2%	i	0.2	-4%	-8%	-4%	-8.9%
O=c1c2c(nc3cc(-c4cccc(Cl)c4)[nH]n13)CCC2	x	x	-4%	-156%	-0.9%	i	1.1	2%	-5%	6%	-5.7%
CCN(CC)c1ccc(NC(=O)COC(=O)COc2ccccc2[N+](=O)[O-])cc1	17	687	-4%	9%	-1.3%	i	0.9	-62%	-6%	-3%	-7.6%
CN1C[C@@H]2C(c3ccccc3)C3(c4cccnc4)CC2(C3)[C@H]1c1ccccc1 (some centres undefined)	7	667	-2%	15%	1.0%	i	1.3	11%	-8%	1%	x
CCC(C)(C)NCC(=O)Nc1ccc(OC(F)(F)F)cc1	10	831	4%	-19%	0.0%	i	1.0	-7%	-10%	-6%	-2.2%
CC(CS(=O)(=O)c1cccc2cccnc12)N1CCCCC1 (centres undefined)	x	x	24%	-9%	0.4%	i	1.1	6%	-4%	2%	-2.4%
Cc1cccc(C)c1N=Cc1c(O)n(-c2nccs2)c(=O)c2ccccc12	21	658	-8%	7%	3.6%	i	0.7	8%	6%	0%	-9.4%
COc1ccc(CCn2c(=N)c(C(=O)NCCN3CCOCC3)cc3c(=O)n4ccccc4nc32)cc1OC	-11	746	-20%	26%	-1.0%	i	8.4	4%	-7%	3%	x
Cc1nc(NC(C)c2ccccc2)c2c3c(sc2n1)CCC3 (centres undefined)	x	x	-12%	11%	-1.6%	i	2.8	-1%	-7%	5%	-8.2%	NS5 inhibitors pilot replicate=-6.2

The last 2 entries of the part above are carried over, then new ones follow.
SMILES	Lipid droplet	Lipid droplet cells 6.5 µM	NS5 inhibitors	HEK293 NOD2/NF-kB	HIV peptide binding	Myeloid diff MLP	Myeloid diff MLP GFP+ MAC1+ %	AID2073	LYP inhibition	SIAH1 antagonists	XIAP antagonists	others
COc1ccc(CCn2c(=N)c(C(=O)NCCN3CCOCC3)cc3c(=O)n4ccccc4nc32)cc1OC	-11	746	-20%	26%	-1.0%	i	8.4	4%	-7%	3%	x
Cc1nc(NC(C)c2ccccc2)c2c3c(sc2n1)CCC3 (centres undefined)	x	x	-12%	11%	-1.6%	i	2.8	-1%	-7%	5%	-8.2%	NS5 inhibitors pilot replicate=-6.2
COc1ccc(N2CCN(C3CCCN(S(=O)(=O)c4ccc(C)cc4C)C3)CC2)cc1 (centres undefined)	-7	732	-11%	8%	-2.3%	u	x	-13%	5%	-6%	x
CC1CN(Cc2nc3c(c(=O)[nH]c(=O)n3C)n2CC(N)=O)CC(C)O1 (centres undefined)	x	x	-3%	-5%	-0.3%	i	0.5	-7%	-3%	-1%	-7.3%
Cc1ccc(-n2c(C)cc(C(=O)CSc3nnnn3C)c2C)cc1	1	639	-8%	-129%	-2.0%	i	1.8	-7%	-7%	-3%	-4.3%
c1ccc(-c2cc3c(N4CCN(c5ncccn5)CC4)ncnc3s2)cc1	-6	661	x	6%	0.9%	i	0.1	17%	-4%	3%	-1.4%
Cc1cccc(NC(=O)c2oc(=O)c3ccccc3c2-c2ccccc2)c1C	1	551	0%	6%	-2.9%	i	0.7	0%	-5%	-5%	0.4%
COc1ccc(C(=O)Nc2nncs2)c(OC)c1	10	651	-4%	-40%	0.0%	i	0.7	-1%	-2%	-3%	-23%
O=C(O)CC(c1cccc(C(F)(F)F)c1)N1CCS(=O)(=O)CC1 (centres undefined)	4	667	-1%	8%	0.6%	i	0.3	-4%	-7%	4%	-7.9%
O=C(Cn1cnc2ccccc2c1=O)c1cccs1	-1	806	-7%	-4%	-1.0%	i	1.0	-2%	0%	5%	2.1%
O=C(Cn1ccccc1=O)c1ccc(Cl)cc1	-10	735	-10%	11%	0.8%	i	0.5	-9%	-4%	10%	-0.6%
O=c1c2c3c(sc2n(CCN2CCCC2)c(=O)n1Cc1ccccc1)CCCCC3	5	727	x	11%	-2.0%	i	0.1	2%	-1%	-2%	x

The list goes on; it opens with the 2 that closed the last part.
SMILES	Lipid droplet	Lipid droplet cells 6.5 µM	NS5 inhibitors	HEK293 NOD2/NF-kB	HIV peptide binding	Myeloid diff MLP	Myeloid diff MLP GFP+ MAC1+ %	AID2073	LYP inhibition	SIAH1 antagonists	XIAP antagonists	others
O=C(Cn1ccccc1=O)c1ccc(Cl)cc1	-10	735	-10%	11%	0.8%	i	0.5	-9%	-4%	10%	-0.6%
O=c1c2c3c(sc2n(CCN2CCCC2)c(=O)n1Cc1ccccc1)CCCCC3	5	727	x	11%	-2.0%	i	0.1	2%	-1%	-2%	x
COCCCNC(=S)Nc1ccccc1[N+](=O)[O-]	-17	532	-3%	3%	-0.8%	i	0.9	-9%	-9%	-3%	-8.7%
CC1CCN(S(=O)(=O)c2ccc3c(c2)c(=O)c(C(=O)N2CCOCC2)cn3C)CC1	2	735	2%	9%	-1.4%	i	0.9	-3%	-8%	8%	x
COc1ccccc1-n1nnnc1SCC(=O)NC1CCCCC1	-12	813	-1%	1%	2.4%	i	0.5	-7%	-5%	-2%	x
CS(=O)(=O)N(CC(=O)NCc1ccccc1Cl)C1CCCCC1	0	746	0%	-1%	2.5%	i	0.2	3%	0%	0%	-11%
Cc1ccn(CC(=O)N2CCCC(C(=O)c3cccc4ccccc34)C2)n1 (centres undefined)	-6	670	3%	2%	-0.1%	i	0.4	-1%	-2%	8%	-3.9%
Cc1cccc(OCCn2cnc(Cl)c2Cl)c1	5	715	-12%	12%	1.2%	i	1.0	4%	-4%	1%	x
Cc1cc(C)c2nc(N3CCC(C(=O)NCc4cccnc4)CC3)sc2c1	-28	790	5%	-8%	-1.2%	i	0.6	-7%	-7%	0%	-1.4%
O=C(N/N=C/C(Cl)=C\c1ccccc1)c1cnccn1	2	712	-6%	-8%	-1.7%	i	1.0	7%	4%	-2%	-2.9%
Nc1nnc(Cc2ccccc2F)s1	-11	635	4%	5%	-1.5%	i	0.0	9%	-4%	10%	-4.0%
COc1cccc(SCC2(O)CCN(C(=O)c3ccc(Cl)cc3)CC2)c1	-10	610	-5%	10%	0.9%	i	0.2	-8%	-6%	0%	-3.4%
O=C(CCC1CCCN(C(=O)c2cccc(F)c2)C1)N1CCN(c2ccccn2)CC1 (centres undefined)	-27	805	2%	1%	0.0%	i	0.9	2%	-4%	2%	x
O=C(O)CCN(CCC(=O)O)c1nnc(SCc2ccccc2)s1	0	686	-5%	0%	0.4%	i	0.1	3%	-7%	-1%	-4.4%
CCOc1ccc(C(C)=O)cc1CSc1nc2nc(C)cc(C)n2n1	0	738	-2%	16%	-0.3%	i	0.1	12%	-2%	2%	-7.8%
COc1ccc(-c2c(NC(=O)c3ccco3)oc3ccccc3c2=O)cc1OC	8	805	0%	20%	0.1%	i	2.8	3%	25%	2%	x
COc1ccc(C(CC(=O)O)NC(=O)COc2ccccc2)cc1OC (centres undefined)	x	x	-4%	10%	-0.6%	i	0.8	-10%	4%	-2%	0.9%
Cc1cccc(NC2=CC(=O)OC(C)C2)c1 (centres undefined)	20	750	-1%	24%	1.3%	i	0.6	u	-3%	2%	-5.1%
O=C(Nc1ccc(N2CCOCC2)cc1)C1CCCN(S(=O)(=O)c2ccccc2)C1 (centres undefined)	x	x	6%	5%	-1.9%	i	1.3	-1%	-12%	-6%	-0.5%
CCCSc1nc(N2CCOCC2)c2c(c1C#N)CC(C)(C)SC2	-6	816	x	-6%	8.6%	i	1.2	0%	9%	4%	-1.7%
COc1cccc(C2=NOC(C(=O)Nc3ccc4c(c3)OCO4)C2)c1OC (centres undefined)	5	839	0%	4%	-1.8%	i	0.3	-7%	-5%	2%	x
COc1ccc(NC(=O)CSc2nc3ccccc3c(=O)n2C)cc1	-4	748	7%	38%	2.7%	i	0.5	29%	-7%	-1%	x
Cn1c(SCc2ccccc2)nnc1-c1ccc2c(c1)OCO2	1	709	-12%	-73%	-2.0%	i	0.5	1%	-2%	2%	-1.9%
Cc1c(Cc2ccccc2)c(=O)oc2cc(O)ccc12	2	738	1%	5%	2.0%	i	0.4	28%	-26%	11%	x
CC1CCN(CC(=O)NC(=O)NCc2ccccc2)CC1	0	710	-4%	-4%	0.8%	i	0.3	-2%	-8%	1%	-35%
Oc1ccc(/C=N/NC(=S)NCC2CCCO2)cc1 (centres undefined)	9	762	-4%	-1%	-2.6%	i	1.8	0%	-8%	-3%	-1.1%
C=CCNS(=O)(=O)c1ccc2nsnc2c1	-6	573	-2%	6%	2.0%	i	6.8	-8%	1%	6%	-0.9%
CCN(Cc1ccncc1)C(=O)c1ccccc1NS(=O)(=O)c1ccc(Br)cc1	2	760	3%	15%	0.4%	i	0.5	-8%	-6%	-5%	x
Cc1cc(/C=N/N2CCN(C)CC2)c(C)n1-c1ccccc1F	4	681	-8%	9%	0.6%	i	0.2	-2%	-5%	-4%	-6.4%
CC(C)C(=O)NNC(=O)c1ccccn1	-4	569	4%	-10%	1.3%	i	0.8	27%	4%	-2%	-3.2%
O=C(NC1CCCCCC1)C1CC(=O)N(Cc2ccccc2)C1 (centres undefined)	x	x	-8%	6%	1.3%	i	1.2	-6%	-8%	1%	-3.1%
CCOCCCNC(=S)N1C2CCC1CC(NC(=O)NC1CCCCC1)C2 (centres undefined)	-12	681	-5%	13%	-0.6%	i	1.8	-13%	-9%	2%	-6.2%
Cn1c(-c2cccc([N+](=O)[O-])c2)[n+](C)c2ccccc21	-16	709	-5%	11%	0.9%	i	0.2	3%	-4%	-2%	-4.2%
Cc1ccc(S(=O)(=O)N2Cc3ccccc3CC2C(=O)Nc2cc(C)on2)cc1 (centres undefined)	x	x	-6%	0%	2.6%	i	6.1	-1%	0%	-1%	-3.0%
CC(=O)Nc1ccc(N2C(=O)CSC2c2c(F)cccc2Cl)cc1 (centres undefined)	x	x	2%	0%	0.3%	x	x	-6%	-5%	0%	-0.7%	NS5 inhibitors pilot replicate=2.4
C/C=C\C=C/C(=O)Nc1cccc(C2=NOC3(C2)C[C@@H](C(N)=O)N(C(=O)[C@H]2CCC(=O)N2)C3)c1 (some centres undefined)	2	645	-14%	19%	1.5%	i	1.7	38%	2%	-1%	x
CCCCCc1nc2ccccc2c(=O)n1N	x	x	-5%	4%	-2.7%	i	1.1	-1%	-12%	-9%	0.8%
O=C(CC(=O)c1ccccc1)Nc1cccnc1	-3	621	-5%	6%	1.3%	i	0.0	2%	-6%	-5%	-3.4%
CC(C)(C)OC(=O)N1CCC(c2c(C(=O)NC3CC3)cnn2-c2ccccc2)CC1	-24	685	-4%	14%	-0.2%	i	0.9	-3%	-8%	-2%	x
